PERK inh – human PERK inhibition, primary cell-based screen; Q9NZJ5; CHO PERK-DD fusion, SEAP luminescence translation reporter; inhibition, % at 5.6 µM; 220,000 compounds, 0.17% hits; AID 1416;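 active means inhibition above the mean inhibition of all tested compounds plus 3 SD, set separately per screening campaign, cut at about 2.9% in these data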;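 further: PERK kinase domain activated by AP20187 dimerizer at 100 nM; 0% = DMSO with dimerizer and 100% = rapamycin at 8.4 µM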
Furin inhibitor – blocks human furin protease activity | P09958 | inhibition, % at 30 µM | purified furin, fluorogenic substrate cleavage | 220,000 compounds, 0.061% hits; in the data active means inhibition above about 25%; further: inactives centre near -15
FXIa inh 1536 – blocks human coagulation factor XIa protease activity; 220,000 compounds, 0.14% hits; P03951; purified FXIa, Boc-Glu-Ala-Arg-AMC fluorogenic substrate; inhibition, % at 5 µM;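 active means inhibition of at least 40%; inactive means inhibition below 40%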;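 further: fluorescence of freed AMC excited at 355 nm; 0% = enzyme without compound and 100% = no enzyme blank; many of its hits are not listed in these tables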
Target sequence (P03951 19-387 limits assumed): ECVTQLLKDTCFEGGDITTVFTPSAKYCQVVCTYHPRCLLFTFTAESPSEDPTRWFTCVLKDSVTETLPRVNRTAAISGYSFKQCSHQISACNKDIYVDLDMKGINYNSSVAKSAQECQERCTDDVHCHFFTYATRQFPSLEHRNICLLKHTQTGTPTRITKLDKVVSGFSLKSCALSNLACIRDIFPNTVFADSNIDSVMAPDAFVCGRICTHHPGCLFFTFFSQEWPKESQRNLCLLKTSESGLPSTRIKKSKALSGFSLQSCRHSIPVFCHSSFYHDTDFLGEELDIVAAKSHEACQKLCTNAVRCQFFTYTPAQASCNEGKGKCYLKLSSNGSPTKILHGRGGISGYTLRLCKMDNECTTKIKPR
Target sequence (P03951 388-625 limits assumed): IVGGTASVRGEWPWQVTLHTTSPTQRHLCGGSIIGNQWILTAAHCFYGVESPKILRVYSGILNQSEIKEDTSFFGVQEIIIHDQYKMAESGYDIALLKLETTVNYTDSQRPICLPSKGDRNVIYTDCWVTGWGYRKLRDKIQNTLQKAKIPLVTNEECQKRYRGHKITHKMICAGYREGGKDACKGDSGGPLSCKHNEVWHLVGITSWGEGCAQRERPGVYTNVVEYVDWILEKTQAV
thrombin 1536 – inhibitors of human thrombin; alpha-thrombin, Boc-VPR-AMC fluorogenic substrate cleavage; AID 1046; 220,000 compounds, 0.26% hits; inhibition, % at 5 µM;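 active means inhibition at or above 40%; inactive means inhibition below 40%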;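 further: 0% = enzyme with no compound and 100% = wells without enzyme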
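System: human alpha-thrombin protein; Compound dosing: one concentration per compound, 5 µM, with 0.2% DMSO; Timing: reaction at room temperature; Technique: AMC fluorescence, 355/460 nm; Controls: enzyme without compound as high, wells lacking enzyme as low.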
FXIIa inh – blocks human coagulation factor XIIa protease activity. 220,000 compounds, 0.3% hits. P00748. purified FXIIa, Boc-QGR-AMC fluorogenic substrate, 2 h. inhibition, % at 5 µM. AID 800; in the data active means inhibition above about 40%;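 further: 0% = enzyme with no compound and 100% = blank without enzyme; many of its hits are not listed in these tables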
Wee1 stabilizer – inhibitors of human Wee1 degradation; HeLa Luc-Wee1K328M stability, luciferase luminescence; 100% = proteasome inhibitor MG132 effect; reporter increase, % at 5 µM; 220,000 compounds, 1.2% hits;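 active means activation above the mean of all tested compounds plus 3 SD, set per screening run, cut at about 8.8% in these data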;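 further: cells exposed to compound for 20 h before luminescence read; 0% = DMSO alone and 100% = MG132 at 30 µM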
KLK5 inh – blocks human kallikrein 5 protease activity; Q9Y337; recombinant hK5, fluorogenic AMC substrate cleavage; inhibition, % at 5 µM; 210,000 compounds, 0.59% hits; AID 873;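 active means inhibition of 40% or more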;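 further: 0% = enzyme controls without compound and 100% = no-enzyme blanks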
Target sequence (Q9Y337 67-293 limits assumed): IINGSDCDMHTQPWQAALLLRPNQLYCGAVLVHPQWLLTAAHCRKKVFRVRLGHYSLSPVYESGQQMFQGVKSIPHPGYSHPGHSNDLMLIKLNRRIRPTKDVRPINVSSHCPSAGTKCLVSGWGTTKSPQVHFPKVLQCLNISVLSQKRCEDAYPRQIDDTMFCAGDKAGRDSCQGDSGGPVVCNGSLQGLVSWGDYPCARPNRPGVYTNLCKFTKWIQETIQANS
KCC2 mod – modulates chloride dependent transport by human KCC2. Q9H2X9. KCC2 cells, thallium flux FluoZin-2 fluorescence. B-score of Tl+ flux slope (higher = more flux/activation; lower = inhibition) at 10 µM. 190,000 compounds, 2.2% hits. AID 1456;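 active means thallium flux slope and its plate-corrected score both differing from the plate sample mean at a set confidence after two filtering rounds, in either direction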;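 further: slope of fluorescence scaled to starting intensity during 10 to 20 s after thallium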
p97 inhibitor – blocks human p97 ATPase activity | recombinant p97 ATPase, Kinase-Glo ATP luminescence, 3 h | AID 1481 | 220,000 compounds, 0.42% hits | inhibition, % at 8 µM | P55072; in the data active means inhibition above about 15%;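 further: 0% = DMSO vehicle and 100% = wells lacking enzyme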
* = called active by the depositor; . = no result given; [ ] = remark or other dose. Not all compounds are listed, so the mix of outcomes need not match the whole.

SMILES	PERK inh	Furin inhibitor	FXIa inh 1536	thrombin 1536	FXIIa inh	Wee1 stabilizer	KLK5 inh	KCC2 mod	p97 inhibitor
O=c1[nH]c(=O)n(C2CCCCC2)c(O)c1C1NCCc2ccccc21 (stereo unspecified)	0.8	-14.8	-10.5	-2.9	5.8	3.9	5.7	1.29	3.7
CC(=O)OC1N=C(c2ccccc2Cl)c2cc(Br)ccc2NC1=O (stereo unspecified)	2.2	-18.7	1.7	-1.7	9.0	0.2	2.6	-0.342	6.4
Cc1ccc(-c2nc(N3CCOCC3)s[n+]2-c2ccccc2)cc1	0.8	-8.0	6.3	-4.5	4.7	1.2	-10.2	0.736	-1.7
C/C(=N\Nc1ccccc1)c1c(O)n(-c2ccccc2)c(=O)[nH]c1=O	0.7	-21.1	-2.4	-8.4	3.8	-0.4	-7.5	0.144	-4.0
CN(N)N=Nc1nc2c([nH]1)c(=O)n(C)c(=O)n2C	1.0	-5.7	6.3	1.5	11.5	0.3	-2.8	2.49	-9.3
COc1ccc2c(c1)c(C(=O)O)c(C)n2C(C)C	0.2	-9.7[20 µM]	4.2	5.0	14.9	-0.5	-6.4	-1.25	-3.1
CC1=NN(c2ccccc2)C(=O)C1/C=C1/C(=O)NC(=O)N(c2cc(C)cc(C)c2)C1=O (stereo unspecified)	0.3	-3.2[20 µM]	2.4	3.7	11.1	1.3	-1.8	-0.694	0.4
CCn1cc(C(=O)N2CCCCC2)c2ccccc21	0.1	-24.3	-0.5	-10.9	3.7	-2.5	11.2	0.285	4.0
Cc1nc2ccccc2c(=O)n1-c1ccccn1	-0.1	-17.1	-0.5	1.1	6.7	1.1	-3.0	-0.086	8.0
CN=C(SCc1ccccc1)c1c(O)n(C)c(=O)n(C)c1=O	1.1	-33.3	.	.	.	9.3*	.	.	4.7
OC(CCNCCc1c[nH]c2ccccc12)C(F)(F)Cl (stereo unspecified)	-0.3	-26.4	0.2	.	7.2	-4.7	1.1	-0.542	-0.2
CCC(=O)c1ccc(OC)c(OC)c1	2.0	-24.9	0.2	-10.4	8.9	0.3	-0.6	0.336	1.9
Cc1csc(=N)n1Cc1ccccc1	0.5	-18.0	-2.1	-2.9	3.0	0.6	-20.3	-0.00876	-1.9
O=C(Nc1ccc(Cl)cc1C(=O)c1ccccc1)c1ccco1	0.3	-32.0[20 µM]	0.0	1.9	8.5	-1.0	-6.5	.	-1.9
CCCSP1(=S)NCCCO1 (stereo unspecified)	0.5	-15.7	-5.2	-5.8	6.4	-2.2	-24.6	.	1.9
CC/C(=N\NC(=O)Nc1ccccc1)c1c(O)n(Cc2ccccc2)c(=O)[nH]c1=O	0.8	-22.5	-2.5	-3.3	6.0	-0.2	-3.5	-0.542	-0.5
O=C(O)COc1ccccc1/C=C1\C(=O)NC(=O)N(CCC2=CCCCC2)C1=O	0.2	-24.0	-2.9	-0.8	7.2	-1.7	0.1	0.5	-0.1
CCOC(=O)CSCCOc1ccc(C=C2C(=O)NC(=O)NC2=O)cc1OC	1.0	-20.6	-3.0	-5.8	0.0	-0.9	4.8	0.332	2.8
COc1ccc(CCNCc2ccc(C)s2)cc1OC	0.2	-15.1	-4.5	3.4	2.3	0.5	-10.8	0.0783	-1.6
Cc1nn(Cc2ccccc2)c(Cl)c1C(=O)Nc1ccc(OC(F)(F)F)cc1	0.6	-11.6	16.8	-2.0	19.4	-0.4	-3.4	1.13	2.0
CC(=NCCN1CCCCC1)c1c(O)n(-c2ccccc2)c(=O)[nH]c1=O	0.6	-23.1	2.9	1.0	7.6	1.6	1.8	2.03	6.8
CC(C)(C)c1ccc(CN2C(=O)CN=C(c3ccccc3)c3ccccc32)cc1	-0.7	3.6[20 µM]	6.3	3.3	21.6	2.6	-6.9	.	-8.3
N#CCP(=S)(c1ccccc1)c1ccccc1	0.6	-14.6	-0.3	-9.8	7.2	3.8	-20.7	2.18	1.5
CN1CCN(C(=O)Cc2nc3ccccc3[nH]2)CC1	-0.3	-25.1	-8.2	-9.9	-2.8	-2.9	-20.0	-0.139	2.0
COc1ccc(C(=O)C2CN(C)CC2c2ccc(Cl)cc2)cc1 (stereo unspecified)	1.5	-20.7	-7.3	-2.6	-2.4	-0.5	-18.4	0.0593	1.3
N=Cc1c(O)n(-c2ccccc2)c(=O)n(-c2ccccc2)c1=O	1.0	-14.6	-4.1	-4.8	0.5	0.5	-6.3	1.18	-0.1
C[C@@H]1C[C@H]2OC(=O)C3(CO3)[C@H]2[C@H](O)[C@]2(C)C(=O)C3OC3[C@@H]12 (stereo partly specified)	.	-26.9	-2.0	0.9	6.1	.	-0.3	0.958	.
O=C(NC12CC3CC(CC(C3)C1)C2)OC1CN2CCC1CC2 (stereo unspecified)	-0.6	-11.9	-11.7	-10.2	1.3	0.8	12.2	-0.236	4.9
COc1ccc(C2=NCc3nnc(C)n3-c3ccc(Cl)cc32)cc1Cl	-1.1	-14.7[20 µM]	8.8	4.2	12.0	1.9	-8.0	0.126	-2.7
Cc1ccc(N2C(=O)NC(=O)/C(=C\c3cnc(-c4ccccc4)nc3)C2=O)cc1	0.8	-2.4	9.6	-1.4	12.2	-1.6	-2.0	0.337	4.8
CN1CCN(c2nc3ccccn3c(=O)c2C=C2C(=O)N(C)C(=O)N(C)C2=O)CC1	1.2	-17.3	4.2	-4.7	2.0	2.2	0.9	0.155	-0.3
Cc1cccc(N2C(=O)NC(=O)/C(=C\c3ccc4c(c3)CCCN4Cc3ccccc3)C2=O)c1	0.0	2.2	1.1	-3.1	5.2	-1.4	-8.0	0.513	-2.9
CCCCn1c(=O)c(C(=O)Nc2ccsc2C(=O)OC)c(O)c2ccccc21	1.2	-21.9	2.0	-5.2	4.0	-2.6	-16.8	0.308	2.9
O=C1NC(=O)N(c2ccc(Br)cc2)C(=O)/C1=C/c1ccsc1	0.0	-17.4	-4.9	-16.6	1.7	-0.1	-1.6	0.116	-1.9
Cc1ccc(CN2C(=O)CN=C(c3ccccc3)c3ccccc32)cc1	0.1	-10.8	5.4	-2.1	12.2	0.8	-15.9	-0.0254	1.9
Clc1ccc2nc3c(c(-c4ccccc4)c2c1)CNCC3	-0.8	-23.0	0.7	0.4	4.8	-1.8	-8.7	-0.0168	-5.2
Cc1ccc2c(c1)C1CN(C)CCC1N2C(=O)Cc1cccs1 (stereo unspecified)	-1.1	-9.7	-5.0	-1.9	-2.7	-2.4	-10.8	0.394	-3.9
COc1ccc(C(=O)C2CCCN(C3CSCCSC3)C2)c(OC)c1 (stereo unspecified)	1.5	-25.7	5.3	1.4	12.2	1.2	.	.	-2.5
Cc1nn(-c2ccccc2)c(Cl)c1C1C(C#N)=C(N)Oc2c1c(=O)oc1ccccc21 (stereo unspecified)	0.1	-13.1	-4.1	-3.2	-3.9	-1.5	6.2	.	3.0
COc1ccc(CC(=O)N2CCN(C)CC2)cc1	0.7	2.5[20 µM]	19.2	1.0	26.2	1.7	1.2	0.881	-2.6
CCOc1ccc(Cl)cc1CNCCc1ccc(F)cc1	-1.0	-20.7	-6.0	-4.2	5.2	-2.7	0.7	-0.254	2.7
Cc1ccc(S(=O)(=O)NC(CC(=O)N2CCC3(CC2)OCCO3)c2ccco2)cc1 (stereo unspecified)	-0.6	-17.0	8.9	0.7	0.2	2.1	-2.4	0.6	8.1
Cc1cc(=O)[nH]c(SCc2nc3ccccc3c(=O)n2-c2ccccc2C)n1	0.3	-16.0	-2.2	-8.5	5.0	-2.3	-2.0	-0.0508	4.7
Cc1nn(Cc2ccccc2)c(Cl)c1C(=O)OCC(=O)Nc1cccc2ccccc12	0.5	-16.7	-2.3	-4.6	5.4	8.5	-4.6	0.366	4.3
CCN1C(=O)/C(=C/c2ccc3c(c2)CCN3CCCCl)C(=O)NC1=S	-0.1	-3.6	-1.3	-1.4	0.6	-0.1	-60.3	-0.0611	5.9
O=c1cccc2n1CC1CC2CN(c2ncnc3c2cnn3-c2ccccc2)C1 (stereo unspecified)	-1.2	-7.4	-11.1	-6.0	1.8	-0.5	-24.8	2.2	-1.9
O=C1NC(=O)C(=Cc2ccc(N3CCN(C(=O)c4ccccc4)CC3)c([N+](=O)[O-])c2)C(=O)N1	1.0	-20.0	0.6	2.8	6.9	-1.0	.	-0.463	0.4
O=C1/C(=C\c2cc3c(cc2Br)OCO3)N2CCC1CC2	0.7	-2.1	6.0	-3.1	10.1	0.3	-11.5	-1.53	2.6
CCOCCc1c(O)[nH]c(=S)[nH]c1=O	0.3	-12.4	-4.2	-6.3	5.1	7.8	-2.9	-0.152	0.8
CCOc1ccc2nc(N3CCC(C(=O)N4CCC5(CC4)OCCO5)CC3)sc2c1	-1.2	-13.6[20 µM]	-6.8	-3.7	0.5	-1.2	1.0	0.0793	-5.3
COC(=O)CSC1=NP(=S)(SCC(=O)OC)N2CCCC2=C1C#N (stereo unspecified)	0.5	-17.1	3.3	1.7	19.4	-1.2	-4.7	.	3.8

Three entries already listed, arranged by molecular weight, descending.
SMILES	PERK inh	Furin inhibitor	FXIa inh 1536	thrombin 1536	FXIIa inh	Wee1 stabilizer	KLK5 inh	KCC2 mod	p97 inhibitor
O=C1NC(=O)C(=Cc2ccc(N3CCN(C(=O)c4ccccc4)CC3)c([N+](=O)[O-])c2)C(=O)N1	1.0	-20.0	0.6	2.8	6.9	-1.0	.	-0.463	0.4
COC(=O)CSC1=NP(=S)(SCC(=O)OC)N2CCCC2=C1C#N (stereo unspecified)	0.5	-17.1	3.3	1.7	19.4	-1.2	-4.7	.	3.8
Cc1cc(=O)[nH]c(SCc2nc3ccccc3c(=O)n2-c2ccccc2C)n1	0.3	-16.0	-2.2	-8.5	5.0	-2.3	-2.0	-0.0508	4.7

Structures shown so far containing two or more sulfur atoms (three):
SMILES	PERK inh	Furin inhibitor	FXIa inh 1536	thrombin 1536	FXIIa inh	Wee1 stabilizer	KLK5 inh	KCC2 mod	p97 inhibitor
CCCSP1(=S)NCCCO1 (stereo unspecified)	0.5	-15.7	-5.2	-5.8	6.4	-2.2	-24.6	.	1.9
COc1ccc(C(=O)C2CCCN(C3CSCCSC3)C2)c(OC)c1 (stereo unspecified)	1.5	-25.7	5.3	1.4	12.2	1.2	.	.	-2.5
COC(=O)CSC1=NP(=S)(SCC(=O)OC)N2CCCC2=C1C#N (stereo unspecified)	0.5	-17.1	3.3	1.7	19.4	-1.2	-4.7	.	3.8
